Bioassay records from PubChem BioAssay.
NCI-60 one-dose screen, 48 h, at 10 µM unless noted. Numbers give growth in % (100 = growth as untreated, 0 = no growth, -100 = all killed).
PC-3 = PC-3 prostate cancer cells; 3.9% of 80,000 active
OVCAR-5 = OVCAR-5 ovarian cancer; 2.9% of 82,000 active
DU-145 = DU-145 prostate cancer. 4.2% of 81,000 active
OVCAR-4 = OVCAR-4 ovarian cancer cells | 3.7% of 80,000 active
IGROV1 = IGROV1 ovarian cancer; 4.7% of 79,000 active; AID 1794786
SK-OV-3 = SK-OV-3 ovarian cancer cells; 3.2% of 80,000 active; AID 1794785
OVCAR-3 = OVCAR-3 ovarian cancer. 7% of 79,000 active
OVCAR-8 = OVCAR-8 ovarian cancer; 4.4% of 81,000 active; AID 1794782
* = called active by the depositor; nt = not tested or not shown; & = joins results of further samples. Rule for the calls: active = growth percent below 10; inactive = the rest.

SMILES	PC-3	OVCAR-5	DU-145	OVCAR-4	IGROV1	SK-OV-3	OVCAR-3	OVCAR-8
C#CC(C)(O)CC(C)C (stereo unspecified)	100	91	113	95	124	105	115	109
CCOC(=O)C/C(=N\Nc1cc(=O)n(C)c2ccccc12)C(=O)OCC	92	96	106	102	98	103	109	101
O=C(Nc1cccc(-c2nc3ccccc3c(=O)[nH]2)c1)c1c[nH]c2ccccc12	88	78	110	97	72	75	84	99
C[C@@H](c1ccccc1)[C@@H](C(=O)O)c1ccccc1	95	105	114	95	111	100	104	98
CCCCn1cnc2c(SCc3ccccc3Cl)nc(N)nc21	89	91	98	99	107	99	113	89
O=C1CSC(c2ccccc2)N1c1nnc(Cn2cnnc2)o1 (stereo unspecified)	85	99	119	97	99	107	104	nt
CC1=C(C(=O)OC(C)C)C(c2cccc(O)c2)NC(=S)N1 (stereo unspecified)	107	104	104	98	110	98	120	104
CCOC(=O)C1=C(c2ccccc2)N=C2N(c3ccccc3)N=C(C(C)=O)N2C1c1ccc(F)cc1 (stereo unspecified)	89	102	106	98	96	107	105	99
C=CCn1c(C)nc2ccc(Nc3nc(NCCO)nc4ccccc34)cc21	94	107	107	88	90	109	98	99
COc1cc(F)c(/C=C/c2cc(/C=C/c3cc(OC)c(OC)cc3F)on2)cc1OC	74	98	88	101	79	105	36	87
NS(=O)(=O)c1ccc(Nc2ccnc(SCC(=O)c3ccc(Cl)cc3)n2)cc1	89	111	110	103	103	106	109	97
Cc1ccc2c(c1)n([O-])c1cc(Cl)ccc1[n+]2=O	94	102	101	83	101	122	93	108
Cc1ccc(S(=O)(=O)NCc2ccccc2)cc1	113	119	118	nt	106	112	113	117
CNc1ccc(CSc2ccc(Cl)cc2)cc1	73	90	127	86	82	107	109	103
O=[N+]([O-])c1cccc(/C=N/Nc2nc(N/N=C/c3cccc([N+](=O)[O-])c3)nc(N3CCOCC3)n2)c1	62	117	69	82	57	129	81	60
c1ccc2c(c1)CCCN2c1nc(N2CCCC2)nc(N2CCOCC2)n1	93	107	108	107	85	94	105	100
CS(=O)(=O)Nc1ccc(Nc2c3ccccc3nc3cc(N)ccc23)cc1	51	57	17	43	38	32	15	25
O=C1NC(=O)/C(=C\c2cccc(O)c2)N1	94	110	127	102	nt	100	103	99
COc1ccc2c(c1)c(-c1nnc(N)nc1-c1cn(C)c3ccccc13)cn2C	89	86	104	91	95	102	97	103
S=C(S)N1CCCC1	83&85	113&112	128&105	97&117	56&59	112&116	100&69	94&106
COc1ccc(C2C=C(C)N=C3SC(C)=NN32)cc1OC (stereo unspecified)	89	98	113	105	111	104	116	103
N#C/C(=C\c1cn(Cc2ccccc2)c2ccccc12)C(=O)Nc1ncc(Cc2ccccc2Cl)s1	41	-2.6*	24	-75*	9.5*	9.5*	-19*	6.1*
O=C(NNCc1ccccc1)c1ccccn1	100	101	109	111	119	104	108	96
C/C=C(/C)C(=O)O[C@@H]1CC(C)(C)CC2C3=CCC4[C@@]5(C)CC/C(=N\O)C(C)(C)C5CC[C@@]4(C)[C@]3(C)CC[C@]21C(=O)O (stereo partly specified)	40	95	72	76	82	87	83	72
O=C(Nc1ccc(Cl)cc1)c1ccc(Cl)cc1	99	93	93	94	91	92	92	100
CCCCCCCN(CCCCCCC)CC(O)c1ccc2ccc3ccc(Cl)cc3c2c1 (stereo unspecified)	95	97	107	125	91	96	106	105
COc1ccc(C(=O)COc2ccc3c(c2)O/C(=C\c2ccccc2)C3=O)cc1	389	110	105	90	nt	115	114	111
Oc1ccccc1C1N=NC2=C(CCCC2)N1O (stereo unspecified)	87	95	108	107	108	96	104	94
CN1CCN(c2ccc(Nc3ncc(C(N)=O)c(NCCCNC(=O)C4CCC4)n3)cc2)CC1	78	116	68	73	86	38	13	72
COc1ccccc1-c1cn2ccnc2c(-c2ccccc2O)n1	55	97	84	65	67	83	100	76

Entries of single compounds, looked up by structure:
CS(=O)(=O)Nc1ccc(Nc2c3ccccc3nc3cc(N)ccc23)cc1 reads PC-3 = 51; OVCAR-5 = 57; DU-145 = 17; OVCAR-4 = 43; IGROV1 = 38; SK-OV-3 = 32; OVCAR-3 = 15; OVCAR-8 = 25
O=C(NNCc1ccccc1)c1ccccn1 reads PC-3 = 100; OVCAR-5 = 101; DU-145 = 109; OVCAR-4 = 111; IGROV1 = 119; SK-OV-3 = 104; OVCAR-3 = 108; OVCAR-8 = 96

Pulled by structure from the list above:
SMILES	PC-3	OVCAR-5	DU-145	OVCAR-4	IGROV1	SK-OV-3	OVCAR-3	OVCAR-8
N#C/C(=C\c1cn(Cc2ccccc2)c2ccccc12)C(=O)Nc1ncc(Cc2ccccc2Cl)s1	41	-2.6*	24	-75*	9.5*	9.5*	-19*	6.1*
COc1ccc(C(=O)COc2ccc3c(c2)O/C(=C\c2ccccc2)C3=O)cc1	389	110	105	90	nt	115	114	111

Six entries out of the list, ordered by length of the SMILES, descending.
SMILES	PC-3	OVCAR-5	DU-145	OVCAR-4	IGROV1	SK-OV-3	OVCAR-3	OVCAR-8
C/C=C(/C)C(=O)O[C@@H]1CC(C)(C)CC2C3=CCC4[C@@]5(C)CC/C(=N\O)C(C)(C)C5CC[C@@]4(C)[C@]3(C)CC[C@]21C(=O)O (stereo partly specified)	40	95	72	76	82	87	83	72
N#C/C(=C\c1cn(Cc2ccccc2)c2ccccc12)C(=O)Nc1ncc(Cc2ccccc2Cl)s1	41	-2.6*	24	-75*	9.5*	9.5*	-19*	6.1*
COc1ccc2c(c1)c(-c1nnc(N)nc1-c1cn(C)c3ccccc13)cn2C	89	86	104	91	95	102	97	103
CS(=O)(=O)Nc1ccc(Nc2c3ccccc3nc3cc(N)ccc23)cc1	51	57	17	43	38	32	15	25
Oc1ccccc1C1N=NC2=C(CCCC2)N1O (stereo unspecified)	87	95	108	107	108	96	104	94
O=C(NNCc1ccccc1)c1ccccn1	100	101	109	111	119	104	108	96

(more compounds)
SMILES	PC-3	OVCAR-5	DU-145	OVCAR-4	IGROV1	SK-OV-3	OVCAR-3	OVCAR-8
CCOC(=O)N1CCN(S(=O)(=O)c2oc(-c3ccc(Cl)cc3)nc2C#N)CC1	93	106	103	103	88	102	32	71
O=C(O)c1cc2ccccc2o1	161	111	111	107	108	110	110	104
Cc1c(O)c(=O)ccn1-c1ccc(N(C)C)cc1	88	90	86	75	98	102	77	88
O=[N+]([O-])c1ccc(C(n2nnc3ccccc32)n2nnc3ccccc32)c2cccnc12	69	105	112	106	100	97	111	87
CCOC(=O)c1noc2c1CCc1c-2cn(Cc2ccccc2)c1-c1ccccc1	68	113	103	117	114	91	74	102
CC(=O)N1C(=O)C(C(C)=O)(C(C)=O)c2ccccc21	92	107	108	101	83	98	106	100
O=c1[nH]c(NCCc2cc3cc(Cl)ccc3[nH]2)nc2sc3c(c12)CCCC3	44	82	66	86	61	59	67	43
CC1CCc2c(sc3nc(SCC(=O)N/N=C/c4ccc(Cl)cc4)n(-c4ccccc4)c(=O)c23)C1 (stereo unspecified)	95	99	98	99	100	98	nt	97
CC(C)C1=C[C@@]23CC[C@@H]4[C@](C)(CCC[C@]4(C)C(=O)NCc4ccccc4)[C@H]2C[C@@H]1[C@H]1C(=O)OC(=O)[C@H]13	33	94	55	50	31	74	42	43
CC(C)(O)Cn1cc(-c2ccc3nc(OC4CC4)ccc3c2)c2c(N)ncnc21	48&57	48&85	76&102	63&96	42&74	58&83	70&109	64&90
C/C(=N\NC(N)=S)c1nnn(-c2ccc([N+](=O)[O-])cc2)c1C	91	99	104	108	100	104	nt	99
O=C1NC(=O)C(=Cc2cc(-c3ccc([N+](=O)[O-])cc3)n(-c3ccccc3)n2)C(=O)N1	102	100	110	102	92	103	114	100
O=C(O)CCCCSCCCCC(=O)O	97	122	120	113	98	99	109	106
CSC(=S)NCC(=O)O	nt	94	118	100	109	108	107	103
CC(=O)Nc1ccc(C(C)(C)C)cc1	94	102	106	95	109	111	102	106
Cc1csc(N=Nc2ccc(N(C)C)cc2)[n+]1[O-]	102	105	118	90	100	104	107	106
COc1ccccc1N=NNc1ccccc1OC	80	89	89	91	109	97	96	95
COCc1ccc(C(=O)NC(CC(C)C)c2nnc3n2CCN(Cc2ccc(OC)cc2)C3)o1 (stereo unspecified)	94	96	110	109	106	89	104	100
CCN(CC)S(=O)(=O)c1cccc([N+](=O)[O-])c1	75	109	117	95	107	87	108	86
O=S(=O)(Cl)c1ccccc1Cl	112	97	122	111	121	101	112	105
COc1cc(C(C)n2cc(-c3ccccc3)nn2)ccc1OC1CCCC1 (stereo unspecified)	65	93	86	55	71	76	62	66
Br/C(=C(\Br)c1ccccc1)c1ccccc1	95	112	114	100	105	110	124	102
CNCCn1c(=O)c2cc(OC)c(OC)cc2c2ccc3cc4c(cc3c21)OCO4	8.4*	4.6*	5.5*	-11*	1.0*	-0.3*	-6.3*	10
O=C1NC(=S)S/C1=C\c1cccs1	102	98	122	105	98	80	106	107
Fc1ccc(-c2ccnc3c2c(-c2ccccc2)nn3-c2ccccc2)cc1	106	104	100	105	114	113	117	104
Cc1ccccc1NC(=O)c1cc2ccccc2cc1O	nt	78	20	56	30	61	-10*	60
CCc1ccccc1Cc1ccccc1	101	106	113	123	103	101	113	93
NS(=O)(=O)c1cccc(Nc2nc(SCC(=O)c3ccc(Br)cc3)nc3ccccc23)c1	36	115	69	44	85	90	44	39
N#CCCOCNC(=O)NCOCCC#N	84	112	120	108	125	99	116	98
CN(CCC1CCCCC1)Cc1ccccc1	86	90	106	103	99	111	105	111
O=C(CS(=O)(=O)c1ccccc1)c1cc2cc(Br)ccc2oc1=O	109	101	105	nt	110	nt	105	98
CCC1S/C(=N\N=C(/C)c2cc3ccccc3o2)N(c2ccccc2)C1=O (stereo unspecified)	82	106	161	95	-13*	116	nt	105
O=c1nc(N2CCOCC2)oc2c(-c3ccsc3)cccc12	75	89	100	97	92	100	88	96
Fc1ccccc1-c1nnc2sc(-c3ccccc3)nn12	98	96	95	93	97	122	103	98
C#CCNC(=O)[C@H](CC)[C@H]1CC[C@H](C)[C@H]([C@@H](C)[C@H](O)[C@H](C)C(=O)[C@H](CC)C2O[C@]3(C=CC(=O)[C@]4(CC[C@@](C)([C@H]5CC[C@](O)(CC)[C@H](C)O5)O4)O3)[C@H](C)C[C@@H]2C)O1 (stereo partly specified)	21	69	23	14	48	68	-24*	67
CC(C)CCC[C@@H](C)[C@H]1CC[C@H]2[C@@H]3CC[C@H]4C[C@@H](CCC=C(c5cc(Cl)c(O)c(C(=O)O)c5)c5cc(Cl)c(O)c(C(=O)O)c5)CC[C@]4(C)[C@H]3CC[C@]12C	48	90	101	111	72	133	105	nt
O=C1NC(=O)C2(CCc3ccccc3C2)N1 (stereo unspecified)	108	99	119	118	113	104	117	107
COc1ccc(C2c3c(c4cc(Cl)ccc4[nH]c3=O)Oc3ncn4nc(-c5ccco5)nc4c32)cc1 (stereo unspecified)	96	94	104	101	98	110	105	102
C=C(C)[C@@H]1CC[C@]2(C(=O)NCc3ccc(OCc4cn(-c5ccc(Cl)c(Cl)c5)nn4)c(OC)c3)CC[C@]3(C)C(CCC4[C@@]5(C)CCC(OC(C)=O)C(C)(C)C5CC[C@]43C)C12 (stereo partly specified)	113	102	117	104	98	105	119	94
CC(=O)c1ccc(C)c([N+](=O)[O-])c1	101	104	119	114	105	109	118	95
CCOC(=O)CSc1nnc(Cc2ccccc2Nc2c(Cl)cccc2Cl)n1CC	89	101	118	104	85	96	108	106
NC1=NN(c2ccccc2)C(=O)C1	96&92	111&100	125&103	105&97	100&93	100&93	103&105	108&103
Cn1cc(-c2csc(-c3cn(C(=O)OC(C)(C)C)c4ccc(Cl)cc34)n2)c2cccnc21	93	101	131	nt	75	99	143	98
CCCCCCCCCCCCCCCC(=O)OCC(O)C1OC(=O)C(O)=C1O (stereo unspecified)	99	116	106	120	114	105	110	100
O=C(O)CCCCCn1c(-c2ccc(Cl)cc2)nc(-c2ccccc2)c1-c1ccccc1	80	108	99	83	101	98	98	84
NC(=Nc1ccccc1)N(c1ccccc1)c1ccccc1	90	115	119	116	111	107	111	104
Cc1c(C(=O)Nc2nc3ccccc3s2)nnn1-c1ccccc1Cl	79	99	89	39	92	nt	81	94
COc1ccc(-c2cc(C(=O)Nc3ccc(Br)cc3)nc3[nH]c(=O)sc23)cc1	35	85	55	34	25	27	37	43
COc1cc(C2CC(c3cc(OC)c(OC)c(OC)c3)=NN2C(C)=O)ccc1OCc1ccc(F)cc1 (stereo unspecified)	28	58	71	42	46	80	70	62
CCOC(=O)c1sc2ncnc(Nc3ccc(OCc4ccc(Cl)cc4)c(Cl)c3)c2c1C	93	97	97	102	108	98	93	112
CC1=CC(C)(C)Nc2ccccc2N1	94	103	nt	115	99	108	119	106
Cn1cc(-c2c(NCc3ccco3)c(=O)c2=O)c2ccccc21	95	103	100	96	102	72	95	89
CC1=C(/C=C/C(C)=C/C=C/C(C)=C/C=O)C(C)(C)CCC1	101	92	100	102	97	101	103	106
NC(=O)N1N=C(c2ccccc2)CC=C1c1ccccc1	79	88	110	98	102	77	94	110
CCOC(=O)C1=C(N)Oc2c(sc3c(F)cccc23)C1c1ccc(O)cc1 (stereo unspecified)	26	92	67	38	49	79	45	44
COc1cc(/C=C/C(=O)c2ccc(NC(=O)CSc3nnc(-c4cc(-c5ccccc5)nc5ccccc45)n3-c3ccccc3)cc2)cc(OC)c1OC	82	94	84	103	110	101	99	87
O=C(Nc1nc2ccc(F)cc2s1)c1cccnc1Nc1ccc(Cl)cc1	14	91	44	-13*	40	58	14	47
CN1CCN(CCCOc2ccc3ncnc(Nc4ccc(Oc5cccc(C(F)(F)F)c5)c(Cl)c4)c3c2)CC1	7.3*	5.8*	-8.6*	2.7*	-54*	21	30	25
O=C(Nc1ccccc1)Nc1cccc(N=Cc2ccccc2O)c1	89	105	105	94	99	nt	104	96
CN(CC1CO1)c1ccccc1 (stereo unspecified)	102	103	106	111	98	109	102	110
CCOC(=O)C1NC(=O)NC1C(=O)OCC (stereo unspecified)	95	106	111	105	100	102	106	106
COc1ccc(S(=O)(=O)NCCCNc2nccc(-c3[nH]c(-c4ccccc4)nc3-c3ccc(F)c(O)c3)n2)cc1	99	148	113	139	117	117	154	107
